BL2 CD40 inh: CD40 pathway inhibition in BL2 cells; 0.94% of 83,000 active; AID 1053188; BL2 NF-kB luciferase reporter, CD40L-induced, 4 h; inhibition, % at 10 µM;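 active means mean inhibition of at least 50% with a set share of replicates also reaching that level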;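 further: 0% = neutral control wells and 100% = IKK inhibitor VII at 50 µM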
* = called active by the depositor; & = joins results of further samples; [ ] = another dose, or the depositor's remark.

BL2 CD40 inh,structure
-17,O=C(NCCS(=O)(=O)N1CCN(c2ccccc2)CC1)c1cccc(F)c1
5,Nc1nnc(SCC(=O)NNC(=O)c2ccc(F)cc2)s1
9,Cc1onc(-c2c(F)cccc2Cl)c1-c1nnc(-c2cccc3ccccc23)o1
1[25 µM],C[C@@H](O)C#Cc1ccc([C@@H]2[C@H](CO)N3CCCCN(C(=O)c4cccc(F)c4)C[C@@H]23)cc1
21,O=C(CN1C(=O)CSc2ccc(S(=O)(=O)N3CCOCC3)cc21)N1CCCCC1
-6,O=C(NC1CCC(O)CC1)c1cc(Cl)c2c(c1)OCCO2 (stereo unspecified)
-1,O=C(COC(=O)CNS(=O)(=O)c1ccccc1)Nc1ccc(Cl)cn1
2,Cc1ccc(/C=N/Nc2nc(C(C)(C)C)cs2)o1
-8[25 µM],CCCC(=O)N1CCC2(CC1)CN[C@H](CO)c1[nH]c3cc(OC)ccc3c12
19,CCCCn1nnnc1NCc1cccs1
5,O=C1CC(c2ccc(S(=O)(=O)NCc3ccccc3)cc2)CN1 (stereo unspecified)
6,O=C(Cn1cnc2scc(-c3ccccc3)c2c1=O)NCc1ccco1
5,Cc1ccc(N(CC(=O)NCC2CCCO2)S(=O)(=O)c2ccccc2)c(C)c1 (stereo unspecified)
26,COC(=O)c1ccc(N)cc1O
-8,NC(=O)c1ccsc1NC(=O)COC(=O)/C=C/c1ccccc1[N+](=O)[O-]
0,COc1ccc(NC(=O)Nc2cccc3c2O[C@H](CN(C)Cc2ccc(C(F)(F)F)cc2)[C@H](C)CN([C@H](C)CO)C3=O)cc1
15,CC(=O)Nc1nc(C)nc(C)c1C(C)=O
0,O=c1[nH]c(CN2CCOCC2)nc2ccccc12
-57,CC(=O)c1sc(NC(=O)c2oc3ccc(F)cc3c2C)nc1C
3,COc1ccc(Cl)cc1S(=O)(=O)NC(C)c1cnn(-c2ccccn2)c1C (stereo unspecified)
-5,C[C@@H]1CN(C)C(=O)c2cccnc2O[C@@H]1CN(C)S(C)(=O)=O
-1,CC(C)CN(C(=O)CC1CCCC1)c1c(N)n(Cc2ccccc2)c(=O)[nH]c1=O
15,NCC(O)COCCC12CC3CC(CC(C3)C1)C2 (stereo unspecified)
1,COc1ccc(-c2ccccc2[C@@H]2[C@@H](C#N)N(C(=O)NC3CCCC3)[C@H]2CO)cc1
10,COC(=O)[C@H](CCSC)NC(=O)Nc1cccc(C)c1C
15,Cn1ccnc1SCCC#N
16[25 µM],CCCNC(=O)N1[C@H](C#N)[C@H](c2ccccc2C2=CCCC2)[C@@H]1CO
14,CCN(CCO)C(=O)C12CCC(C)(C(=O)C1)C2(C)C (stereo unspecified)
1[25 µM],C[C@H](CO)N1C[C@H](C)[C@@H](CN(C)C(=O)c2ccncc2)OCc2cnnn2CCCC1=O
-10[25 µM],C/C=C/c1ccc([C@H]2[C@@H](CO)N(C(=O)c3cnccn3)C23CN(C(=O)C2CCC2)C3)cc1

Exported as labelled records: 4 of the compounds above.
structure: O=C(COC(=O)CNS(=O)(=O)c1ccccc1)Nc1ccc(Cl)cn1
- BL2 CD40 inh = -1
structure: Cc1ccc(/C=N/Nc2nc(C(C)(C)C)cs2)o1
- BL2 CD40 inh = 2
structure: CCCC(=O)N1CCC2(CC1)CN[C@H](CO)c1[nH]c3cc(OC)ccc3c12
- BL2 CD40 inh = -8[25 µM]
structure: CCCCn1nnnc1NCc1cccs1
- BL2 CD40 inh = 19

Random excerpt: 3 records from the list
BL2 CD40 inh,structure
6,O=C(Cn1cnc2scc(-c3ccccc3)c2c1=O)NCc1ccco1
1[25 µM],C[C@H](CO)N1C[C@H](C)[C@@H](CN(C)C(=O)c2ccncc2)OCc2cnnn2CCCC1=O
16[25 µM],CCCNC(=O)N1[C@H](C#N)[C@H](c2ccccc2C2=CCCC2)[C@@H]1CO

Ordered by the number under BL2 CD40 inh (lowest first): 4 of the compounds above.
BL2 CD40 inh,structure
-17,O=C(NCCS(=O)(=O)N1CCN(c2ccccc2)CC1)c1cccc(F)c1
0,COc1ccc(NC(=O)Nc2cccc3c2O[C@H](CN(C)Cc2ccc(C(F)(F)F)cc2)[C@H](C)CN([C@H](C)CO)C3=O)cc1
6,O=C(Cn1cnc2scc(-c3ccccc3)c2c1=O)NCc1ccco1
15,NCC(O)COCCC12CC3CC(CC(C3)C1)C2 (stereo unspecified)

The list continues.
BL2 CD40 inh,structure
2,CN(C)C(=O)CN(C)S(=O)(=O)c1ccc(Cl)cc1
25[25 µM],COCC#Cc1ccc([C@@H]2[C@@H](C#N)N(C(=O)NC3CCCC3)[C@@H]2CO)cc1
11,CCC(=O)Nc1sc(C(=O)OC)c(C)c1C(=O)OC
15,Cc1noc(C)c1S(=O)(=O)Nc1ccc2c(c1)CC(=O)N([C@@H](C)CO)C[C@@H](C)[C@@H](CN(C)Cc1ccc(Cl)c(Cl)c1)O2
11,CCN(CC)C(=O)Oc1c(Cl)cc(Cl)c2cccnc12
3[25 µM],O=C(NC1CCCC1)[C@H]1[C@H](CO)[C@H]2Cn3c(cccc3=O)[C@@H]1N2C(=O)CC1CC1
24,CCN(CC)CCOc1ccc2c(c1)C(=NO)c1cc(OCCN(CC)CC)ccc1-2
12,Cn1c(SCC(=O)NC2CCCCC2)nc2c(c1=O)SCC2
-46,COc1ccc(C(=O)Nc2ccc(/C(C)=N/NC(=O)c3ccncc3)cc2)cc1
10,O=C(Nc1ccc(S(=O)(=O)N2CCOCC2)cc1)C1CCN(S(=O)(=O)c2ccc(Cl)cc2)CC1
-46,O=C(Nc1ccccc1)c1ccc(-c2ccc(F)cc2)s1
3,O=C(NNC(=O)C1CCN(c2ncccn2)CC1)c1ccncc1
9,CC(=O)N[C@H]1C[C@@H]1c1ccccc1
-3&-32,COc1cccc(-c2ccc(C3[C@H]4CNC[C@@H]3N4C(=O)Nc3ccccc3OC)cc2)c1 (stereo partly specified)
-7,COc1ccc(-c2nc(C#N)c(N3CCOCC3)o2)cc1OC
-11,O=C(COC(=O)c1cc(-c2ccccc2)nc2ccccc12)Nc1ccc2c(c1)OCO2
-11[25 µM],CCN(C[C@@H]1N[C@H](CO)[C@H]1c1ccccc1)C(=O)c1ccncc1
7,COc1ccc(C(C)=O)cc1CSc1nncn1-c1ccccc1
-44,O=[N+]([O-])c1ccc(/C=C/c2ccncc2)cc1
-21,CC(=O)c1sc2nc(C)c3c(c2c1N)CCCC3
5[25 µM],O=C(Nc1ccc(F)cc1)N1C[C@@H]2[C@H](c3ccccc31)[C@@H](CO)N2C(=O)Cc1ccccc1
-6[25 µM],COc1ccc(NC(=O)N2CC(=O)N3[C@H](CO)[C@@H](c4ccc(Br)cc4)[C@H]3C2)cc1
10,CCOC(=O)CN1C(=O)C(O)(c2c(C)[nH]c3ccccc23)c2ccccc21 (stereo unspecified)
-1,CC1c2ccsc2CCN1C(=O)NC(=O)c1ccc(Cl)cc1 (stereo unspecified)
-72,CC1CN(Cc2csc(-c3ccc(Cl)cc3)n2)CC(C)O1 (stereo unspecified)
3,CCC(=O)NC(c1cccs1)c1cc(Cl)c2cccnc2c1O (stereo unspecified)
1,CC(=O)c1ccc(NC(=O)CC(NCCC2=CCCCC2)C(=O)O)cc1 (stereo unspecified)
0,CNS(=O)(=O)c1cccc(C(=O)NNC(=O)CN(C)S(=O)(=O)c2ccc(Cl)cc2)c1
-11[25 µM],CC=Cc1ccc2n(c1=O)C[C@H]1[C@H](CO)[C@@H](C(=O)N(C)C)[C@@H]2N1CCc1ccccc1 (mixture of isomers)
0,O=C(c1cc([N+](=O)[O-])ccc1N1CCOCC1)N1CCN(c2ccccc2)CC1
-1,Cc1ccc(S(=O)(=O)N[C@@H]2CC[C@H](CCNC(=O)C3CCCC3)O[C@H]2CO)cc1
-39,CC(=O)Nc1ccc2ccccc2c1[N+](=O)[O-]
-1[25 µM],O=C(NC[C@H]1N[C@H](CO)[C@@H]1c1ccc(-c2cncnc2)cc1)C1CCCCC1
-2,Cc1cccc(-c2ocnc2C(=O)Nc2ncc(C)s2)c1
-4,COc1ccc(OC)c(-c2csc(NC(=O)CSCc3c(C)noc3C)n2)c1
9,Cc1c(Cl)cccc1N(Cc1ccc(C(=O)O)cc1)S(=O)(=O)c1ccccc1
-25[25 µM],CO[C@@H](C(=O)N(C)C[C@@H]1OCc2ccccc2-c2ccccc2C(=O)N([C@@H](C)CO)C[C@H]1C)c1ccccc1
-43,O=C(Nc1ccc2c(c1)OCCO2)c1ccncc1
5,CC1(C)CC(NC(=O)C23CCC(C)(C(=O)C2=O)C3(C)C)CC(C)(C)N1 (stereo unspecified)
2,O=C(Cc1ccccc1)Nc1cccc(-c2nc3ncccc3o2)c1
5,Cc1nc2ccc(NS(=O)(=O)c3c(F)cccc3F)cc2s1
-5,Cc1ccc(NC(=O)CCC(=O)O)cc1F
-1[25 µM],CC=Cc1ccc2n(c1=O)C[C@@H]1[C@@H](CO)[C@H](C(=O)NCCc3cn(C)cn3)N(C(=O)C3CC3)[C@H]21 (mixture of isomers)
-2,CCN1C(=O)N(c2ccc(C(C)=O)cc2)S(=O)(=O)c2ccccc21
-2[25 µM],O=C(CCN1CCCCC1)N[C@H]1CC[C@@H](CCn2cc(-c3cccc(F)c3)nn2)O[C@@H]1CO
2,COc1ccccc1CN1C[C@@H]2N[C@H](C1)[C@@H]2c1ccc(-c2cccnc2)cc1
-10,c1ccc2[nH]c(NCCCN3CCOCC3)nc2c1
3,Cc1nc2c(Br)cc(Br)cc2cc1O
3,Cc1ccc(NC(=O)C(C)SCc2nc3sc(C)c(C)c3c(=O)[nH]2)nc1 (stereo unspecified)
-4,Cc1ccc(-c2[nH]ncc2/C=N/n2c(C)nc3ccccc3c2=O)cc1
-14[25 µM],O=C(Nc1cccc(Cl)c1)N1C[C@H]2[C@@H](c3ccccc31)[C@H](CO)N2CC1CCOCC1
7,Cc1ccc(/C=N/NC(=O)CN2CCN(Cc3ccccc3)CC2)o1
4,Cc1cc(C(=O)NNC(=O)CCCOc2ccccc2)c(C)o1
-2,COC(=O)C1CCN(S(=O)(=O)Cc2ccccc2)CC1
6,Cc1cccc(S(=O)(=O)Nc2ccc(-n3c(C)nc4ccccc4c3=O)cc2)c1
13[25 µM],C[C@@H]1CN([C@@H](C)CO)C(=O)c2cccc(NC(=O)c3ccc(-c4nccs4)cc3)c2O[C@@H]1CN(C)Cc1ccc(Cl)c(Cl)c1
8[25 µM],COCC(=O)N1C[C@H]2[C@@H](c3ccccc31)[C@H](CO)N2C(=O)C1CCCC1
4,O=C(COC(=O)c1ccc(C(F)(F)F)cc1)NC(=O)NC1CCCC1
-10,COCCN(CC(=O)Nc1cccc(S(=O)(=O)N2CCCC2)c1)Cc1nc2ccccc2c(=O)[nH]1
2,Cc1nnc(NCc2ccco2)s1

Next section:
BL2 CD40 inh,structure
13[25 µM],C/C=C/c1ccc([C@H]2[C@@H](CO)N3CCCCN(S(=O)(=O)c4ccc(OC)cc4)C[C@H]23)cc1
10,CC(C)c1cccc(C(C)C)c1NC(=O)COC(=O)[C@H](C)NC(N)=O
-45,CC1COC(=O)C(NNc2ccc(Cl)c(Cl)c2)=N1 (stereo unspecified)
15,Cc1ccc(S(=O)(=O)N2CCN(C(=O)CC(C)C)CC2)cc1
4,NC(=O)Nc1cccc2ccccc12
5,O=S(=O)(/N=C(/Nc1cccnc1)c1ccccc1)c1ccc(F)cc1F
9,COc1ccccc1CNC(=O)COC(=O)c1ccccc1-c1ccccc1
-1,CC(C)CNC(=O)NC(=O)COC(=O)c1cc(F)cc(F)c1
4&-6&2,COCCCC/C(=N\OCCN)c1ccc(C(F)(F)F)cc1
23[25 µM],Cc1cccc(S(=O)(=O)N[C@H]2CC[C@H](CCNC(=O)Nc3cc(F)ccc3F)O[C@@H]2CO)c1
-31,Oc1ccc2ccccc2c1C=NNc1ccccn1
14,O=C1CC(c2ccc3c(c2)OCO3)CN1 (stereo unspecified)
-8,CNC[C@H]1Oc2ccc(N)cc2CC(=O)N(C)C[C@@H]1C
5,Cc1ccc(S(=O)(=O)N2CCC[C@H]2C(=O)OCc2cc(=O)oc3cc(C)ccc23)cc1
4,O=C(Nc1ccc2c(c1)OCO2)C(c1ccc(Cl)cc1)N1CCC2(CC1)OCCO2 (stereo unspecified)
4,O=C1NC2(CCCCC2)Cc2ccccc21
-11,COc1ccc(C2CC(=O)c3cc(OC)ccc3O2)cc1 (stereo unspecified)
10,COc1cc(CNn2cnnc2)ccc1OCC(=O)NC1CCCCC1
3,Cn1c(SCC(=O)N2CCCC2)nc2c(c1=O)SCC2
1,C[C@H]1CN([C@@H](C)CO)C(=O)c2c(c3ccccc3n2C)-c2ccccc2CO[C@H]1CN(C)CC1CC1
2,CCn1c2ccccc2c2cc(CN3CCN(S(C)(=O)=O)CC3)ccc21
0,COC(=O)CNC(=O)c1ccccc1C
18,Cc1noc(C)c1COc1cccc(C(=O)N(C)Cc2cccs2)c1
5,CCOC(=O)C1(COCc2ccccc2)CCCCC1=O (stereo unspecified)
16&8[25 µM],O=S(=O)(c1ccc(-c2ccccc2)cc1)N1C[C@@H]2N[C@H](C1)C2c1ccc(-c2cncnc2)cc1 (stereo partly specified)
4,CC(C)C(NC(=O)Cc1ccccc1[N+](=O)[O-])C(C)C
-5,CN(C)C(CNC(=O)CCCOc1ccccc1)c1ccco1 (stereo unspecified)
-9[25 µM],Cc1noc(C)c1NC(=O)N1C[C@@H](O)COC[C@@H]2O[C@@H](CC(=O)N[C@@H]3CCN(Cc4ccccc4)C3)CC[C@H]21
-18,C/C(N)=C(/C#N)C(=O)COC(=O)c1ccccc1Cc1ccccc1
4,CSc1nn(CCC#N)c(=O)[nH]c1=O
-1,Cc1nc2ccccc2c2ncccc12
3[25 µM],CCc1sc(N2[C@H](C#N)[C@@H](c3ccccc3-c3ccc(F)cc3)[C@@H]2CO)nc1C
4[25 µM],CO[C@H](CN(C)Cc1cc(F)ccc1F)[C@H](C)CN([C@H](C)CO)S(=O)(=O)c1ccc(C)cc1
9,C=CCN(c1ccccc1)S(=O)(=O)c1cccc(C(=O)Nc2ccncc2)c1

An excerpt; rates above refer to the full screens.
